# IDH1 R132H inh = blocks human mutant IDH1 R132H enzyme; AID 602179; O75874; Potency, µM (series often up to 76.6 µM), for inactives: at the top dose activity change, negative = inhibition, most hits filed as inhibitors; 390,000 compounds, 0.093% hits; IDH1-R132H enzyme, NADPH consumption, diaphorase/resazurin fluorescence; note: potency is the fitted concentration of half-maximal effect; % is set by controls: 0 for no effect and ±100 for the full control effect; nearly all actives have a fitted effect of over 65% in size
# Target sequence (O75874 whole entry R132H, stated change not applied): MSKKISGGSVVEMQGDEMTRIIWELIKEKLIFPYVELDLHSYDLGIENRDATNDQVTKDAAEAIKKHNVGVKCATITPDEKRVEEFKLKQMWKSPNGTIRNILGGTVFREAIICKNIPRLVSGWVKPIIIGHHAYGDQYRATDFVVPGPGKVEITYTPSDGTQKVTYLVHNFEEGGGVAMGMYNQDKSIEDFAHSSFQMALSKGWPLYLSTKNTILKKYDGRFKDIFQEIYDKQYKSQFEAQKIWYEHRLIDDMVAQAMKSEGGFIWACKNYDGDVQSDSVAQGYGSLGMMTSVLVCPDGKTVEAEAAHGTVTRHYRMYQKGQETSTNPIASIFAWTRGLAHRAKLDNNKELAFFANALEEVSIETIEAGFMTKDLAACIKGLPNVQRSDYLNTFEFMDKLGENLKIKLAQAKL
#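 IDH1-R132H (0.5 ug/mL) preincubated 30 min with compound, then NADPH (0.016 mM) and alpha-KG (2 mM) added; 80 min at RT, pH 7.5. Remaining NADPH coupled via diaphorase/resazurin to fluorescence (540/590 nm); concentration-response curves normalized to no-enzyme control.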
# USP1-UAF1 inh = inhibitors of human USP1/UAF1 deubiquitinase. Potency, µM (series often up to 57.1 µM), inactives show top-dose activity change, negative = inhibition, hits mostly inhibitors. recombinant USP1/UAF1, Ub-Rhodamine cleavage fluorescence. 390,000 compounds, 0.23% hits. AID 743255. O94782; note: potency is the fitted concentration of half-maximal effect; % is set by controls: 0 for no effect and ±100 for the full control effect; nearly all actives have a fitted effect of over 60% in size; inactives centre near -12
#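 1 nM enzyme complex + cpd, 15 min RT; start with Ub-Rho 150nM final; kinetic fluorescence ex 480/em 540, 6 reads q60 s. Buffer 50mM HEPES pH 7.8, 0.5mM EDTA, 0.1 mg/ml BSA, 1mM TCEP, 0.01% Tween-20.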
# RGS4 inhibitor = blocks human RGS4-accelerated GTP hydrolysis; Transcreener GDP fluorescence polarization, RGS4-accelerated GTP hydrolysis; Potency, µM (top dose mostly 114 µM), without a hit: at the highest dose activity change, negative = inhibition, actives largely listed as inhibitors; 390,000 compounds, 0.039% hits; AID 504845; note: potency is the fitted concentration of half-maximal effect; % is set by controls: 0 for no effect and ±100 for the full control effect; nearly all actives have a fitted effect of over 75% in size; some results filed as inactive show a strong effect at the top dose
#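 MLSMR compounds (23 nl, pin-transferred) preincubated 10 min at room temperature with a 500nM (2x) first reagent, then RGS4 at 900nM (2x) plus Transcreener GDP mix added; fluorescence polarization (620/688 nm) read before and after 90 min at 30 °C.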
# GRP78 ERSR act = induces the endoplasmic reticulum stress response in human glioma cells. U87-MG GRP78 promoter luciferase reporter, 16 h. Potency, µM, for inactives: at the highest dose activation, hits mostly activators. 420,000 compounds, 0.02% hits; note: potency is the fitted concentration of half-maximal effect; series mostly up to about 76 µM; % of control where 0% means no effect; nearly all actives have a fitted effect of over 35% in size
#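 Stably transfected U87-MG glioma cells carrying a GRP78-based luciferase sensor; 16 h compound incubation. Luminescence end-point read 10 min after Bright-Glo addition at room temperature.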
# Vif-APOBEC3F blk = Vif-A3F binding inhibition | AID 602313 | HeLa A3F-eYFP + Vif (tagged APOBEC3F with the HIV-1 protein that degrades it), YFP fluorescence increase | Potency, µM (top dose mostly 46.1 µM), for inactives: at the highest dose activity, negative = active | 390,000 compounds, 0.2% hits; note: potency is the fitted concentration of half-maximal effect; % of control where 0% means no effect; nearly all actives have a fitted effect of over 65% in size
#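 HeLa cells stably expressing A3F-eYFP plus Vif, plated and incubated overnight at 37 deg C, then exposed to compounds overnight at 37 deg C. Blocked degradation read as raised yellow fluorescence (Ex 488/Em 500-530).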
# TrxR1 substrate = is turned over as a substrate by rat TrxR1; O89049; purified TrxR1 substrate turnover, NADPH consumption readout; Potency, µM (highest dose often 114 µM), without a hit: top-dose activity change, negative = substrate turnover; 390,000 compounds, 0.01% hits; AID 588456; note: potency is the fitted concentration of half-maximal effect; % is set by controls: 0 for no effect and ±100 for the full control effect; nearly all actives have a fitted effect of over 50% in size
# Target sequence (O89049 whole entry, looked up): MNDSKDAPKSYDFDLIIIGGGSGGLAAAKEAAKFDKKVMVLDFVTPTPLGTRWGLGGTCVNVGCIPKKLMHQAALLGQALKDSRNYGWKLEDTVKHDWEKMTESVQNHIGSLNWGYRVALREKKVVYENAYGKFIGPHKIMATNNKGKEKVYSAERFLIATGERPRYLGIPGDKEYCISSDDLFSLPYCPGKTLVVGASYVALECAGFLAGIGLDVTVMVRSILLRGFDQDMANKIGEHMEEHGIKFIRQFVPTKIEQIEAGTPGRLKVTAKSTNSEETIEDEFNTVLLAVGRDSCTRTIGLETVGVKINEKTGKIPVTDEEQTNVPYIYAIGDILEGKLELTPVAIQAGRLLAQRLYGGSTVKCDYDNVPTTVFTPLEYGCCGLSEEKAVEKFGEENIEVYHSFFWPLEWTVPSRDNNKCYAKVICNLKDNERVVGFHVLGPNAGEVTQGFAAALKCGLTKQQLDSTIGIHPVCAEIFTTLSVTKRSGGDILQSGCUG
#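 Rat TrxR1, dispensed at 90 nM, was prereduced with 400 uM NADPH (final) for 5 min at ~22 deg C, then incubated with compound 15 min before 400 uM selenite. A first-read NADPH fluorescence drop versus no-compound background flagged substrates.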
# rTrxR1 inhibitor = blocks rat thioredoxin reductase 1. O89049. recombinant rTrxR1, NADPH fluorescence consumption, selenite substrate. Potency, µM (doses to about 114 µM), for inactives: top-dose activity change, negative = inhibition, most hits filed as inhibitors. 390,000 compounds, 1% hits. AID 588453; note: potency is the fitted concentration of half-maximal effect; % is set by controls: 0 for no effect and ±100 for the full control effect; nearly all actives have a fitted effect of over 65% in size
#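 Rat TrxR1 (90 nM in the dispensed reagent) was pre-reduced with 400 uM NADPH for 5 min at room temperature, then incubated with compound for 15 min. After 400 uM selenite was added, NADPH fluorescence (Ex 340/Em 450 nm) was followed for 8 min.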
# LDHA block = LDHA (human) enzyme inhibition | 480,000 compounds, 0.15% hits | purified LDHA, NADH/diaphorase-resazurin fluorescence; stronger effect = lower value | activity change, % (values are at about 110 or 230 µM) | P00338 | AID 1347041; in the data active = activity change below about -30%; inconclusive = mostly about -25% to -30%;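 note: plate controls were DMSO wells for no effect and wells without enzyme for full effect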
#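 Resorufin fluorescence (ex540/em590), read at 0 and 20 min after diaphorase/resazurin addition, reports the NADH left after a 5 min room-temperature reaction of 2 nM human LDH5 with 0.06 mM NADH and 0.2 mM pyruvate.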
# Vif-APOBEC3G blk = blocks the Vif interaction with human APOBEC3G; Q9HC16; Potency, µM (series often up to 46.1 µM), without a hit: at the highest dose activity, negative = active, actives largely listed as inhibitors; 410,000 compounds, 0.076% hits; HeLa A3G-eYFP + Vif (tagged APOBEC3G with the HIV-1 protein that degrades it), YFP fluorescence, overnight; AID 602310;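 note: potency is the fitted concentration of half-maximal effect; % is set by controls: 0 for no effect and ±100 for the full control effect; nearly all actives have a fitted effect of over 60% in size; hits raise eYFP signal because A3G escapes Vif-driven loss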
#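 Read-out is eYFP fluorescence (Ex 488/Em 500-530) from Vif-expressing HeLa A3G-eYFP cells; more signal means A3G escaped Vif-mediated degradation. Cells plated overnight, compound pinned in, incubated overnight at 37 deg C.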
# Active calls of the source: *; ? = inconclusive; . = not tested or not shown; & = joins results of further samples; [ ] = remark or other dose. Unless noted, calls come from the whole dose curve; as a rule, active = well fitted curve in the direction sought with a large enough effect; inconclusive = small, poorly fitted or top-dose-only effect, or another doubt; inactive = no such curve, though single readings can be large; an effect the other way counts as inactive or inconclusive. Only part of the results is shown; the hit share may differ from the screen's.
SMILES	rTrxR1 inhibitor	IDH1 R132H inh	LDHA block	RGS4 inhibitor	TrxR1 substrate	USP1-UAF1 inh	Vif-APOBEC3G blk	Vif-APOBEC3F blk	GRP78 ERSR act
CCc1ccc(C(=O)Nc2ccc3nn(-c4ccc(C)c(Cl)c4)nc3c2)cc1	18%[11.4 µM]	-1%	-5	4%	19%	-17%	2%	4%	0%
Cc1c(Cl)c([N+](=O)[O-])nn1CCCC(=O)Nc1c(C)n(C)n(-c2ccccc2)c1=O	22%	1%	0	18%	0%	-10%	3%	0%	0%
COc1cccc(-c2noc(CCC(=O)N3CCN(c4cc(C)ccc4C)CC3)n2)c1	15%	4%	2	8%	-7%	?	3%	7%	-3%
O=C(O)CCNc1nc(C(F)(F)F)nc2ccccc12	5%	-4%	-5	-3%	1%	-4%	-6%	4%	-2%
COc1ccc(-n2nnnc2SCC(=O)NCc2cccs2)cc1	14%[57.1 µM]	2%	-2	18%	7%[57.1 µM]	-16%	0%	12%	-6%
CC1CCN(C2=NC(=O)/C(=C/c3cn(-c4ccccc4)nc3-c3cccc(S(=O)(=O)N(C)C)c3)S2)CC1	10%[11.4 µM]	6%	-5	-14%	-7%[11.4 µM]	-5%	0%	-2%	-1%
Cc1ccc(S(=O)(=O)C2(C(=O)NC3CCCCC3C)CC2)cc1 (stereo not given)	15%	3%	-2	25%	9%	-12%	0%	4%	-3%
Cc1cc(C)c(C(N)=O)c(Nc2ccc(F)cc2)n1	-3%[57.1 µM]	0%	-6	-4%	-5%[57.1 µM]	-13%	1%	2%	1%
CC(C)N1CC(O)=C(c2ccccc2)C1=N	?	-2%	0	-12%	-7%	-19%	1%	1%	-4%
CCc1ccc(N2Cc3ccccc3C2)cc1	-33%	-7%	3	-2%	-2%	-2%	2%	-1%	-3%
C=CCOC(=O)C1=C[C@@H](c2coc3ccccc3c2=O)[C@H](CCCO)[C@@H](OCC)O1	27%	7%	3	-8%	8%	-21%	1%	2%	-2%
COc1cccc(C(=O)NC(=O)Nc2ccc(-c3cc(C(F)(F)F)nn3-c3ccccc3)cc2)c1	-10%	-15%	4	5%	-7%	16%	3%	-2%	-2%
Cc1sc2ncn(CC(=O)Nc3cccc(S(N)(=O)=O)c3)c(=O)c2c1-c1ccccc1	24%[57.1 µM]	-2%	-6	20%[56.9 µM]	4%[57.1 µM]	-5%	-28%	-8%	-5%
COc1ccc(NC(=O)C2CCN(S(=O)(=O)c3cccc(-c4noc(C)n4)c3)CC2)cc1OC	10%[57.1 µM]	-9%	-1	11%	-4%[57.1 µM]	-7%	2%	-5%	-2%
COc1cc(OC)cc(C(=O)Nc2nc(-c3nnn(-c4ccc(C)cc4)c3C)ns2)c1	23%[57.1 µM]	3%	-7	-9%	10%[57.1 µM]	7%	-29%	-4%	0%
CC(=O)N(Cc1cc2cc(C)c(C)cc2n2nnnc12)CC1COCCO1 (stereo not given)	15%	-2%	-7	26%	-2%	1%	2%	-5%	-1%
CC1CCCN(S(=O)(=O)c2ccc(NC(=O)CCN3C(=O)c4ccccc4C3=O)cc2)C1 (stereo not given)	25%[57.1 µM]	7%	-12	-7%	12%[57.1 µM]	-3%	2%	5%	-4%
Cc1ccc(C)c(NC(=O)c2cnn(-c3cccc(F)c3)c2C2CCN(C(=O)OC(C)(C)C)CC2)c1	-4%	-8%	-1	-17%	-8%	-34%	5%	-18%	-3%
COC(=O)C1(C)CN(S(=O)(=O)c2ccc(C)cc2)c2cc(OC)ccc2C1=O (stereo not given)	21%	5%	-12	-1%	30%	-9%	-23%	-2%	-4%
CCCCNC(=O)CSc1nc2n[nH]c(C)c2c(=N)n1-c1cccc(Cl)c1C	9%[57.1 µM]	1%&11%	-4&-9	-6%&-7%	4%[57.1 µM]	6%&-17%	-7%&-4%	1%&-6%	-7%&-8%
CC1(C)Cc2cccc(OCC(=O)OCC(=O)NCc3ccccc3)c2O1	-6%	6%	-14	12%	-6%	3%	1%	-1%	-3%
C=C(C)c1cccc(C(C)(C)NC(=O)N2CCCC2)c1	13%	2%	0	-20%	6%	-10%	1%	-12%	-3%
CCN(CC)CC1(O)CCN(C(=O)c2ccc(Cl)c(Cl)c2)CC1	0%[57.1 µM]	-3%	-12	2%	7%[57.1 µM]	-15%	5%	-4%	-3%
CCC(C)Cn1c(C)nc2ccccc21 (stereo not given)	-7%	2%	-9	2%	-2%	-28%	0%	.	-8%
CCOc1ccc(NC(=O)N2CCCC2C(=O)NCc2ccco2)cc1 (stereo not given)	23%	5%	-3	-15%	6%	-17%	2%	-6%	-1%
COc1ccc(CCN(C(=S)Nc2ccccc2)C2CC(=O)N(c3ccccc3)C2=O)cc1 (stereo not given)	8%[57.1 µM]	1%	-2	27%	7%[57.1 µM]	-8%	4%	10%	-2%
C/C(=N\NC(=O)CSc1nnc(C)s1)c1ccc(Cl)cc1	4%	4%	-6	8%	-1%	-21%	-5%	-7%	-1%
COCCn1c(SCC(=O)Nc2cc(C(C)(C)C)nn2-c2ccccc2)nc2ccccc2c1=O	5%	6%	-2	-24%	3%	-7%	1%	6%	-2%
COc1ccc(S(=O)(=O)N(C)C[C@@H]2OCc3cnnn3CCCC(=O)N([C@H](C)CO)C[C@@H]2C)cc1	.	-8%	-5	.	.	-23%	2%	-15%	-2%
CC(C)Oc1ccc(C(=O)NCC(c2ccc(N(C)C)cc2)N2CCCC2)cc1 (stereo not given)	4%[57.1 µM]	-14%	3	-14%	5%[57.1 µM]	-19%	4%	-8%	-4%

# The closing six records of the part before come first, to join the parts.
SMILES	rTrxR1 inhibitor	IDH1 R132H inh	LDHA block	RGS4 inhibitor	TrxR1 substrate	USP1-UAF1 inh	Vif-APOBEC3G blk	Vif-APOBEC3F blk	GRP78 ERSR act
CCOc1ccc(NC(=O)N2CCCC2C(=O)NCc2ccco2)cc1 (stereo not given)	23%	5%	-3	-15%	6%	-17%	2%	-6%	-1%
COc1ccc(CCN(C(=S)Nc2ccccc2)C2CC(=O)N(c3ccccc3)C2=O)cc1 (stereo not given)	8%[57.1 µM]	1%	-2	27%	7%[57.1 µM]	-8%	4%	10%	-2%
C/C(=N\NC(=O)CSc1nnc(C)s1)c1ccc(Cl)cc1	4%	4%	-6	8%	-1%	-21%	-5%	-7%	-1%
COCCn1c(SCC(=O)Nc2cc(C(C)(C)C)nn2-c2ccccc2)nc2ccccc2c1=O	5%	6%	-2	-24%	3%	-7%	1%	6%	-2%
COc1ccc(S(=O)(=O)N(C)C[C@@H]2OCc3cnnn3CCCC(=O)N([C@H](C)CO)C[C@@H]2C)cc1	.	-8%	-5	.	.	-23%	2%	-15%	-2%
CC(C)Oc1ccc(C(=O)NCC(c2ccc(N(C)C)cc2)N2CCCC2)cc1 (stereo not given)	4%[57.1 µM]	-14%	3	-14%	5%[57.1 µM]	-19%	4%	-8%	-4%
S=C(NCC1CCCO1)NC1CCCC1 (stereo not given)	-23%	-7%	-7	8%	-10%	-9%	-8%	25%	-1%
CCN(c1ccccc1)S(=O)(=O)c1cc(NC(=O)C2CC2)ccc1Cl	14%	-10%	-5	-26%	-3%	-25%	1%	-6%	-3%
O=C(CCS(=O)(=O)c1ccccc1)Nc1nc2cc3c(cc2s1)OCCO3	?	7%	0	-14%	1%	-30%	-18%	-8%	3%
Cc1ccc(S(=O)(=O)NCCC(=O)N2CCN(S(=O)(=O)c3cccc(F)c3)CC2)cc1C	4%[57.1 µM]	-13%	-13	19%	-2%[57.1 µM]	-11%	0%	0%	-1%
CC(=O)Nc1sc2c(c1-c1nc3ccccc3s1)CCN(C(C)C)C2	1%[57.1 µM]	20%	3&7	-17%	-3%[57.1 µM]	-36%	11µM*	11µM*	-7%
CCn1cc(C(=O)NCc2ccc(C)cc2)c(=O)c2cc(S(=O)(=O)N3CCCCCC3)ccc21	10%[57.1 µM]	-10%	4	?	-7%[57.1 µM]	-4%	1%	2%	-2%
O=C(NC1CCCC1)C(c1ccccn1)N(C(=O)c1csnn1)c1ccccc1Br (stereo not given)	18%	11%	-7	-2%	19%[57.1 µM]	-1%	0%	-12%	-4%
Cc1cccc(-c2cc(NC(=O)c3ccccc3C)n(-c3ccccc3)n2)c1	15%[57.1 µM]	-7%	-2	-18%	-3%[57.1 µM]	?	-3%	1%	1%
COc1ccc(NS(=O)(=O)c2ccc3c(c2)NC(=O)CC(=O)N3)cc1OC	17%	2%	0	25%	1%	-10%	1%	-3%	0%
CSc1ccc(CNc2cccc3ccccc23)cc1	40%[activator]	4%	12	-24%	86%[activator]	-6%	-9%	-7%	0%
